mHTT-CaM PPI inh: mHTT-calmodulin interaction abrogation; AlphaScreen His-mHTT/GST-CaM binding, luminescence; actives 3.6% (n = 190,000); inhibition, % at 15 µM; AID 1671202; P42858;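 further: 0% = both proteins with DMSO and 100% = one protein alone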
Target sequence (P42858 whole entry, looked up, stated change not applied): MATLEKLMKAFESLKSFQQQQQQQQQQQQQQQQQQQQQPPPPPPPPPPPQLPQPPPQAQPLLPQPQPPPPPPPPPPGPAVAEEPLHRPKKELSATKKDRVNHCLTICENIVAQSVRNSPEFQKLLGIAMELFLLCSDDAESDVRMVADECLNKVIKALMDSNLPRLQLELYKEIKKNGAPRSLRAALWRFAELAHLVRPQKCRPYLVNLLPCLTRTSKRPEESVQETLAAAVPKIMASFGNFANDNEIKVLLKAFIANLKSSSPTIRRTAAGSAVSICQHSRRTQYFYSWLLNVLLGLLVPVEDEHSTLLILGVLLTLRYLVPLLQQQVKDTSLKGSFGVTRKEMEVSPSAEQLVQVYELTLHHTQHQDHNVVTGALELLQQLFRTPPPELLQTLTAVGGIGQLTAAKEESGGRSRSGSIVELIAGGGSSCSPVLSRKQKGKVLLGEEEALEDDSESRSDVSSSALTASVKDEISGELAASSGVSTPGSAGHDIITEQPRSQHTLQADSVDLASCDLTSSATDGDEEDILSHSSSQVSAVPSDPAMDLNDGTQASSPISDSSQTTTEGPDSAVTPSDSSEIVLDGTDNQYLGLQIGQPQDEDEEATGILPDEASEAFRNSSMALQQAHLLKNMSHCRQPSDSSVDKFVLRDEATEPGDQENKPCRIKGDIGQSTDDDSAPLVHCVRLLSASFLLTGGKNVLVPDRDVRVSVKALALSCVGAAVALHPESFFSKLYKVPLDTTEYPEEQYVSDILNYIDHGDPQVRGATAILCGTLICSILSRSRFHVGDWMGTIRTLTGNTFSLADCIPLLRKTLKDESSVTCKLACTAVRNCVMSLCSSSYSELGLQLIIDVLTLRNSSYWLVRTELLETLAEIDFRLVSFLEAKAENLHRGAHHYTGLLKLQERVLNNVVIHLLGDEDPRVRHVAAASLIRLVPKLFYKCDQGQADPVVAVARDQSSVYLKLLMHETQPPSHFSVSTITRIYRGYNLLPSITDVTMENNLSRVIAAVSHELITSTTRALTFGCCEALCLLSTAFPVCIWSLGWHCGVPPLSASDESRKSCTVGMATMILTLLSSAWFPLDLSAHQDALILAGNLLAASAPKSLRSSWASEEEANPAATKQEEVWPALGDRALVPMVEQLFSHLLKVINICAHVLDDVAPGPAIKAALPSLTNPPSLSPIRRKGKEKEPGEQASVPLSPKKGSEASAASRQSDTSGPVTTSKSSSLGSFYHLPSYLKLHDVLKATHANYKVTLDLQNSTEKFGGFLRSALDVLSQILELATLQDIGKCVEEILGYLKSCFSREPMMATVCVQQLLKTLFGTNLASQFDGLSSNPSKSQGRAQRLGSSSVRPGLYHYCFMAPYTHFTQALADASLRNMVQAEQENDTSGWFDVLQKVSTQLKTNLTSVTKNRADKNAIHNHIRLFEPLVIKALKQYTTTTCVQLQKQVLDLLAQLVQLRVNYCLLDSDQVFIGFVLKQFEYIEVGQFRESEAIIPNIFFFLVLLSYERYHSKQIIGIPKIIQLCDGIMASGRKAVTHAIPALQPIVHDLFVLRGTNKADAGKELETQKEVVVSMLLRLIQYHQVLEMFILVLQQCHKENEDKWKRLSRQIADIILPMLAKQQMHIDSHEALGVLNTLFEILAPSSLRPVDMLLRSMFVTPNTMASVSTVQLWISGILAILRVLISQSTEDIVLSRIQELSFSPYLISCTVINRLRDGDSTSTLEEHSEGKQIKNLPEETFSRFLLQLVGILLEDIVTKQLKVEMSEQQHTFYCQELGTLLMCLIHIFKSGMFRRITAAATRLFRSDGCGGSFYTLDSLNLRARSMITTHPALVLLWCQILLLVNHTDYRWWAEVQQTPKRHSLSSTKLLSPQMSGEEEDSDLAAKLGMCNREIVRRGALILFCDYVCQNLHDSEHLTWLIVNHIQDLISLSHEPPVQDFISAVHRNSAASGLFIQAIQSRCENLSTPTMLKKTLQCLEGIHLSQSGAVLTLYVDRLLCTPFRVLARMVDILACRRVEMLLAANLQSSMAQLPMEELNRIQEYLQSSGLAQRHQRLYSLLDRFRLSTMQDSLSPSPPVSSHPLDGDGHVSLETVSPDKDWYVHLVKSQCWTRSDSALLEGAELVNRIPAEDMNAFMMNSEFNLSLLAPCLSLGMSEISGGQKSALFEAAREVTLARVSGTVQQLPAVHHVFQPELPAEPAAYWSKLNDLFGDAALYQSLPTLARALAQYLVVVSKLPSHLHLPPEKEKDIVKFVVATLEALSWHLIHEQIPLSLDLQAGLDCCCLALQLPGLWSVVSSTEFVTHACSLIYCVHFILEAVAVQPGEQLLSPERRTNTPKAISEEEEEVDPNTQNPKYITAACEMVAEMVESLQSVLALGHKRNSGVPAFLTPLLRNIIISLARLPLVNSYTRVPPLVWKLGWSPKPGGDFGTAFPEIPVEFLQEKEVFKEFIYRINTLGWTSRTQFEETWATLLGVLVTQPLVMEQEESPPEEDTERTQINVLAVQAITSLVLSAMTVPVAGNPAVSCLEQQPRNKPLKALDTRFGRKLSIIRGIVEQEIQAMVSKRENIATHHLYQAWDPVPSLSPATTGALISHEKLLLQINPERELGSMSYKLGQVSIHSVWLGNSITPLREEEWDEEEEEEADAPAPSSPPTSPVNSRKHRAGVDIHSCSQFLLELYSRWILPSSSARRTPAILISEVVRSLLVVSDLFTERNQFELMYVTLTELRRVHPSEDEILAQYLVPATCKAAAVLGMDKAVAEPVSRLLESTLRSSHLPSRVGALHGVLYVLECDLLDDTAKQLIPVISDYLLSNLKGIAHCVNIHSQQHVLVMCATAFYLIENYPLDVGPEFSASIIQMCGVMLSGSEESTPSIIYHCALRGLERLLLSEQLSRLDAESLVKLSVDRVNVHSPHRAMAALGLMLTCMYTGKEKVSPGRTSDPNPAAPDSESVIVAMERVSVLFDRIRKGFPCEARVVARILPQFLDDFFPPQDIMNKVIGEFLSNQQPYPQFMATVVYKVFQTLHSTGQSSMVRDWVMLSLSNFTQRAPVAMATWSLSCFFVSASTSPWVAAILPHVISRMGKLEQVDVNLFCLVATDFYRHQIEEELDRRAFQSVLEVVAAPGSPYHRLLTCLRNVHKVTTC
Pf apPOL inh: Pf-apPOL DNA polymerase inhibition. Recombinant Pf-apPOL, molecular beacon fluorescence, 1.5 h. inhibition, % at 10 µM. actives 0.25% (n = 210,000)
Active calls of the source: *; · = no result given; & = joins results of further samples. No stated cut-off is given here; in the data, active means inhibition above about 50%; inactive means the rest. Compounds as they come; any-hit rate near 3.5%.

SMILES | mHTT-CaM PPI inh | Pf apPOL inh
COc1cc(OC)cc(C(=O)N2CCN(c3ccc(F)cc3)C(=O)C2C)c1 (stereo not given) | -5 | 1
Cc1ccc(C(=O)Nc2cc3cc([N+](=O)[O-])ccc3oc2=O)cc1C | -1 | -6
COc1ccc(NC(=O)CSc2nc3[nH]ncc3c(=O)n2-c2ccc(Cl)cc2)c(OC)c1 | 25 | -5
COc1ccccc1C1SC(NC(C)=O)=NN1C(C)=O (stereo not given) | 5 | 40
COc1cc2c(C(=O)N3CCC(C)CC3)cn(CC(C)C)c(=O)c2cc1OC | 7 | -2
Cc1ccc(CNC(=O)Cn2ccc3c(C)nn(C)c3c2=O)cc1C | -4 | 0
CCCOc1ccc(CC(=N)N)cc1 | 4 | 1
COc1ccc(CCN2COc3ccc4c(=O)c(-c5ccccc5)coc4c3C2)cc1 | 14 | -4
S=c1[nH]nc(-c2cnccn2)s1 | · | 9
COc1cccc(C2C(=C(O)c3ccc(C)cc3)C(=O)C(=O)N2CCN2CCOCC2)c1OC (stereo not given) | 1 | -7
Cc1ccc(NC(NC(=O)c2cccs2)C(=O)c2ccccc2)cc1C (stereo not given) | -3 | -1
Cc1nccn1-c1cc(C(F)(F)F)c(C#N)c2nc3ccccc3n12 | 0 | 8
CC(=O)N1CCN(Cc2ccc(Cl)c(Cl)c2)CC1 | -2 | -4
CC(Oc1ccccc1)C(=O)Nc1ccc(NC(=O)c2ccco2)cc1 (stereo not given) | -2 | -1
Cc1ccc(-n2c(SCC(=O)NC3CCCCC3)nc(O)c(C)c2=O)cc1 | -4 | -43
CCOC(=O)C1CCN(CC(=O)c2ccc(OC)cc2)CC1 | · | -11
COc1ccc(-c2oc(NC(=O)C(F)(F)F)c(C#N)c2-c2ccc(OC)cc2)cc1 | 63* | 0
O=C(NCCc1ccncc1)c1cc2cn(C3CCCC3)cc2s1 | 30 | 8
CCc1noc(-c2cccnc2N2CCCN(C(=O)c3ccc(OC)cc3)CC2)n1 | -1 | -4
O=C(Nc1ccccc1)OCC#Cc1ccc(-c2ccccn2)s1 | · | -7
Cc1ccc(OCC(=O)Nc2cc(Cl)ccc2Cl)cc1C | -5 | -1
CCC(=O)Nc1cccc(-c2noc(C3CCN(C(=O)C4CCCCC4)CC3)n2)c1 | 15 | 2
Cc1ccc(-c2nc(C(=O)Nc3ccc(F)cc3)cs2)n1C | 58* | 2
CC(C)C1(CCNCc2ccccc2)CCOC(C)(C)C1 (stereo not given) | -12 | -1
COCCCN1C(=O)c2ccccc2CC1(C)C(=O)NC1CCCCCCC1 (stereo not given) | -4 | 0

Next part:
SMILES | mHTT-CaM PPI inh | Pf apPOL inh
C=CCOc1ccc(/C=c2\sc3nc(-c4cccs4)nn3c2=O)cc1OC | 5 | 5
O=C(CSc1nncc(=O)[nH]1)Nc1ccc(F)cc1F | -8 | -4
CCNc1cc(N2CCCC(CCC(=O)N3CCN(c4cccc(C)c4)CC3)C2)ncn1 (stereo not given) | 33 | -4
CC(=O)c1ccc(Oc2ccc(N)cc2)cc1 | 3 | 1
Cc1cc2nn(-c3ccc(Cl)cc3)nc2cc1NC(=O)c1ccccc1[N+](=O)[O-] | -4 | -7
COc1ccccc1C(=O)NCc1cccs1 | -7 | -2
COc1ccc(C(=O)Nc2cnc(N3CCCCC3)nc2)cc1 | 9 | -8
COc1ccc(CCNc2oc(COc3ccccc3)nc2C#N)cc1OC | 23 | -4
COc1cc(/C=C2\SC(=N)N(c3nnc(C)s3)C2=O)ccc1OCc1ccccc1F | 15 | -6
CC(=O)c1ccc(C(=O)Nc2ccc(S(=O)(=O)Nc3nccc(C)n3)cc2)cc1 | -2 | -3
Cc1cc(C)n(C(=O)c2cc(=O)[nH]c3ccccc23)n1 | -1 | -5
CC1CC(C)CN(S(=O)(=O)N2CCCC(C(=O)NCC3CCCO3)C2)C1 (stereo not given) | -9 | -14
Cc1ccc(C(=O)/C=C/c2ccc([N+](=O)[O-])cc2)s1 | 14 | 11
Cc1cccc(N2C(=O)CC(N3CCN(Cc4ccc5c(c4)OCO5)CC3)C2=O)c1 (stereo not given) | -4 | 2
COc1ccc(OCCSc2nnnn2-c2ccccc2)cc1 | -34 | -2
O=C(COc1nsnc1N1CCOCC1)Nc1ccc(Br)cc1 | 5 | -6
CC(C)C(=O)N1CCN(c2nnc3c(Cl)cccn23)CC1 | 9 | -12
COc1ccc(N2CCN(Cc3ccc(Br)s3)CC2)cc1 | 43 | -2
O=C(COc1cccc(Cl)c1)NCc1ccco1 | -4 | -20
Cc1ncc(CO)c2cc(-c3nnc(Nc4ccc(Cl)cc4)s3)c(=O)oc12 | -5 | -10
CC(=O)Nc1cccc2c1C(=O)c1cccc(Cl)c1C2=O | 24 | -1
Oc1ccc(Cl)cc1Sc1cc(Cl)ccc1O | 98* | ·
CN(C)c1cccc(C(=O)Nc2cc(-c3ccccn3)no2)c1 | 5 | -2
COc1ccc(CNC(=O)C2CCCN(c3nccnc3Oc3ccccc3)C2)cc1OC (stereo not given) | 9 | -4
Cc1cc(C)nc(N=C(N)Nc2ccc(C)c(C)c2)n1 | -4 | -4

More entries:
SMILES | mHTT-CaM PPI inh | Pf apPOL inh
CCC(=O)N1CCN(c2nc3c(s2)CC(C(=O)Nc2ccc(F)c(C)c2)CC3)CC1 (stereo not given) | 11 | -1
O=C(O)c1cn(-c2cc(C(F)(F)F)ccc2Cl)c(=O)c2ccccc12 | -1 | 1
Cc1ccccc1Cn1cnc2c1c(=O)n(C(C)C)c(=O)n2-c1ccccc1C | 22 | -8
O=C(Cc1c(C(=O)O)[nH]c2ccc(Cl)cc12)Nc1ccc(C(F)(F)F)cc1 | 7 | -2
Cc1ccsc1C(=O)N1CCC2(C1)NCc1ccccc1NC2=NC(C)(C)C (stereo not given) | 6 | -7
Cc1onc(-c2c(F)cccc2Cl)c1C(=O)Nc1ccccc1C(N)=O | -7 | 0
COCc1cc(=O)[nH]c(SCC(=O)N2CCOCC2)n1 | · | -7
Cc1cccn2c(=O)c(C=NCc3ccco3)c(Nc3ccc(Cl)cc3)nc12 | 2 | -33
Cc1csc(C(=O)NNC(=O)c2ccc(C(F)(F)F)cc2)c1Cl | · | -2
COc1cccc(OC)c1C(=O)Nc1ccccc1O | 0 | -1
CC(=O)N1CCc2[nH]c3ccc(C(=O)N4CCN(Cc5ccccc5)CC4)cc3c2C1 | 38 | 0
Cc1c(Cl)cccc1N1C(=O)CSC1c1ccc(F)c(F)c1 (stereo not given) | -12 | -3
CC(=O)CC[C@@H]1CC[C@]2(CCCN(C(=O)C3CCCCC3)C2)O1 | 20 | -6
Cc1c(NC(=O)N(c2ccccc2)c2ccccc2)c(=O)n(-c2ccccc2)n1C | -2 | 6
CCC(=O)NC(c1ccccc1)c1cc([N+](=O)[O-])c2cccnc2c1O (stereo not given) | 100* | 1
CN(c1ccccc1)C(C(=O)NC1CCCCC1)c1cc2c(cc1[N+](=O)[O-])OCO2 (stereo not given) | 30 | 4
CC1C(=O)N(c2ccccc2F)CCN1C(=O)c1cccc(Br)c1 (stereo not given) | -2 | -2
COc1ccc(S(=O)(=O)NCc2ccc(C)cc2)cc1OC | -3 | -10
O=C1C(=O)N(CN2CC=CCC2)c2ccccc21 | -1 | ·
Cc1cccc(C(=O)N2CCN(c3ccc(Cl)cc3Cl)C(=O)C2C)c1 (stereo not given) | -2 | 2
Cn1c(CCNC(=O)C2CCC2)nc2cccnc21 | -6 | -5
CCOc1ccccc1N1CCN(C(=O)c2ccccc2C)C(C)C1=O (stereo not given) | -4 | -1
O=C(Nc1ccc(Cc2ccncc2)cc1)c1cc(Br)ccc1Cl | 0&8 | -6&5
COc1cc2c(cc1OC)C(C(=O)N1CCC(C)CC1)C(c1cccnc1)N(C)C2=O (stereo not given) | 6 | -9
CC1(C)CC(=O)C2=C(C1)OC(N)=C(C#N)C2c1cc(Br)ccc1F (stereo not given) | 6 | -1

Additional results
SMILES | mHTT-CaM PPI inh | Pf apPOL inh
O=C(Nc1nccs1)c1ccccc1Cl | · | 1&1
O=C(CN1CCOCC1)Nc1nc2ccc([N+](=O)[O-])cc2s1 | 1 | -8
COc1ccccc1C1CC(c2ccc(Br)cc2)=NN1C(=O)c1cccnc1 (stereo not given) | 53* | -3
COc1cc(C)nc2ccc(NC(=O)Nc3ccc(F)cc3)cc12 | 6 | 1
Cc1cc(OCC(=O)Nc2nccs2)cc(C)c1Br | -4 | -5
COc1cc(NS(=O)(=O)c2ccc(Cl)cc2)c(OC)cc1Cl | 30 | 2
COc1ccccc1-c1cc(=O)c2cc(Br)ccc2o1 | -4 | -1
Cc1cccc(-n2c(SCC(=O)Nc3ccc(C)c(C)c3)nc3[nH]ncc3c2=O)c1 | 22 | -8
Cn1c(SCc2ccc([N+](=O)[O-])cc2)nnc1-c1ccncc1 | · | 0
CC(=O)CSc1nnc(Cn2nnc3ccccc32)n1Cc1ccccc1 | · | -6
COC(=O)COc1ccc2c(=O)c(-c3ccccc3)coc2c1 | 0 | -9
NC(=O)c1ccccc1NC(=O)c1cc2cc([N+](=O)[O-])ccc2s1 | 6 | 4
OCCNCCNCc1ccc2[nH]c3ccccc3c2c1 | 12 | -6
COc1ccc(C=CC(=O)CCc2c[nH]c3ccccc23)cc1 | 17 | 1
Cc1ccc(Cn2nc(C)c(NC(=O)C3CCCCC3C(=O)O)c2C)cc1 (stereo not given) | -1 | -3
CCNc1nc(NCC)nc(OCCNC(=O)COc2ccc(Cl)cc2Cl)n1 | 4 | 1
CC1C(=O)N(C)c2ccc(S(=O)(=O)Nc3ccc(Cl)cc3Cl)cc21 (stereo not given) | · | 2
Cc1cccc(-n2c(C)nc3cc(C(=O)N4CCCCC4)ccc32)c1 | 1 | 28
COc1ccccc1NC(=O)CN1CCC2(CC1)N=C(c1ccc(Cl)cc1)C(=O)N2 | -8 | 0
O=C(COc1nsnc1N1CCOCC1)Nc1ccc(F)c(Cl)c1 | -2 | -7
CCn1c(C2CCN(Cc3ccccn3)C2)nc2cccnc21 (stereo not given) | 100* | -44
CN(C)c1ccc(/C=C2\SC(=N)N(c3nccs3)C2=O)cc1 | 29 | -2
CC(=O)NC1(C)CS(=O)(=O)CC1S(=O)(=O)O (stereo not given) | -6 | -2
O=C(Cn1ccnc1)N1CCC(c2nncn2Cc2ccccc2)CC1 | -3 | -3
N=c1c(C(N)=O)cc(Cl)c(C(=O)O)n1Cc1ccccc1 | 5 | 1

Arranged by SMILES length (ascending): 15 of the compounds above.
SMILES | mHTT-CaM PPI inh | Pf apPOL inh
O=C(Nc1nccs1)c1ccccc1Cl | · | 1&1
OCCNCCNCc1ccc2[nH]c3ccccc3c2c1 | 12 | -6
Cc1cc(OCC(=O)Nc2nccs2)cc(C)c1Br | -4 | -5
COc1ccccc1-c1cc(=O)c2cc(Br)ccc2o1 | -4 | -1
CCn1c(C2CCN(Cc3ccccn3)C2)nc2cccnc21 (stereo not given) | 100* | -44
COC(=O)COc1ccc2c(=O)c(-c3ccccc3)coc2c1 | 0 | -9
COc1cc(C)nc2ccc(NC(=O)Nc3ccc(F)cc3)cc12 | 6 | 1
CC(=O)CSc1nnc(Cn2nnc3ccccc32)n1Cc1ccccc1 | · | -6
CN(C)c1ccc(/C=C2\SC(=N)N(c3nccs3)C2=O)cc1 | 29 | -2
O=C(CN1CCOCC1)Nc1nc2ccc([N+](=O)[O-])cc2s1 | 1 | -8
Cc1cccc(-n2c(C)nc3cc(C(=O)N4CCCCC4)ccc32)c1 | 1 | 28
Cc1ccc(Cn2nc(C)c(NC(=O)C3CCCCC3C(=O)O)c2C)cc1 (stereo not given) | -1 | -3
NC(=O)c1ccccc1NC(=O)c1cc2cc([N+](=O)[O-])ccc2s1 | 6 | 4
COc1ccccc1NC(=O)CN1CCC2(CC1)N=C(c1ccc(Cl)cc1)C(=O)N2 | -8 | 0
Cc1cccc(-n2c(SCC(=O)Nc3ccc(C)c(C)c3)nc3[nH]ncc3c2=O)c1 | 22 | -8

Quoted at random: 2 records from the list, in no set order.
SMILES | mHTT-CaM PPI inh | Pf apPOL inh
CC(=O)NC1(C)CS(=O)(=O)CC1S(=O)(=O)O (stereo not given) | -6 | -2
CN(C)c1ccc(/C=C2\SC(=N)N(c3nccs3)C2=O)cc1 | 29 | -2

Other compounds:
SMILES | mHTT-CaM PPI inh | Pf apPOL inh
Cc1ccc(C(=O)Nc2cccc(NC(=O)c3ccccc3)c2)cc1[N+](=O)[O-] | 0 | 0
Cc1[nH]n(-c2cccc(Cl)c2)c(=O)c1N=Nc1cccc(C(F)(F)F)c1 | · | 3
CCC(C)NC(=O)c1ccc(CN2C(=O)COc3ccc(C)cc32)cc1 (stereo not given) | -6 | -4
CCC(C)NC(=O)c1cnn2c(-c3ccc(C(C)C)cc3)ccnc12 (stereo not given) | -12 | -3
O=C(NCCC1=CCCCC1)C(=O)NCCc1ccc(Cl)cc1 | -2 | 0
CCCN(CCC)S(=O)(=O)c1ccc(C(=O)SCC(=O)OCC)cc1 | · | -7
COc1cccc(CNC(=O)c2c[nH]n3c(=O)c(Cl)c(C)nc23)c1 | 52* | -7
O=C(NCCO)c1cc2cc(Br)cc(Br)c2oc1=O | 0 | -3
CC1Oc2ccc(NC(=O)C3CC3)cc2CN(Cc2ccccc2)C1=O (stereo not given) | -3 | 1
COc1ccc2cc(-c3nc4ccccc4[nH]3)c(=Nc3ccc(C(N)=O)cc3)oc2c1 | 8 | -3
COc1ccc(NC(=O)C2CN(S(=O)(=O)C3CC3)CC23CCCCC3)cc1 (stereo not given) | 58* | 9
O=C(Nc1ccc(Br)cc1)c1cc(S(=O)(=O)NCc2ccccc2)ccc1F | 9 | -16
CSc1ccccc1C(=O)N(Cc1cccs1)Cc1cccn1C | 2 | -2
Cc1cc(C)c(C(=O)N2CCC(CC(=O)NCCC(C)N3CCCC3)CC2)[nH]1 (stereo not given) | 35 | -1
O=c1[nH]cc(Cc2ccc(O)cc2)c(=O)[nH]1 | 4 | 4
S=C1NN=C(c2ccccc2)CS1 | · | 2
COc1ccc(N2C(=O)C3CCCN3C2c2ccc(C)cc2)cc1Cl (stereo not given) | 23 | 0
Oc1ccc(Br)cc1C=Nc1ccc2c(c1)OCO2 | · | -10
CCCc1cc(NC(C)CC)n2c(nc3ccccc32)c1C#N (stereo not given) | -8 | 0
COc1ccc(CNC(=O)C2(C)CCCN(C(=O)COc3cccc(C)c3)C2)cc1 (stereo not given) | 5 | 6
CCC(=O)N1CCCN(C(=O)C2CCCCC2)CC1 | -3 | -1

Screening results (PubChem)
